From PubChem
HP1b binding inh = blocks HP1-beta chromodomain binding to methylated histone tails. P83916. AlphaScreen HP1-beta / biotin-H3K9me3 peptide binding. Potency, µM (titrated, usually from 114 µM), for inactives: at the top dose activity change, negative = inhibition, most hits filed as inhibitors. hit rate 0.56% among 390,000; also: nearly all actives have a fitted effect of over 70% in size; inactives centre near 23
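AlphaScreen: HP1-beta (50 nM) preformed 30 min with biotin-H3(1-18)K9me3 peptide (50 nM) in PBS pH 7.4, 0.01% Tween-20. Compound added for 30 min at RT, then streptavidin donor/nickel chelate acceptor beads (10 ug/mL) for 30 min.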
Pin1 inh = inhibitors of human Pin1. Pin1 FP peptide displacement, HiFluor488, 10 min. hit rate 0.009% among 390,000. Q13526. AID 504891. Potency, µM (top dose mostly 115 µM), for the others: top-dose activity, negative = inhibition, actives largely listed as inhibitors; active = well fitted inhibition curve with a large enough effect in the polarisation, with a control signal flat, not every such curve was filed as active; inconclusive = small, poorly fitted or top-dose-only effect, or effect the other way, or a change in a side signal; inactive = no such curve, though single readings can be large or run the other way; the % refers to the polarisation; also: % is scaled to controls: 0 for no effect and ±100 for the full control effect
Target sequence (Q13526 whole entry, looked up): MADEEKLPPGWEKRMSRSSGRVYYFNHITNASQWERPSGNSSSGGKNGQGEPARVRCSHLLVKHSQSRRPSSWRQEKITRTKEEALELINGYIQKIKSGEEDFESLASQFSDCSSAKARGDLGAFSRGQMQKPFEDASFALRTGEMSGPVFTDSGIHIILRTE
Tb PGK inh = inhibitors of T. brucei phosphoglycerate kinase | Potency, µM (highest dose often 57.5 µM), for inactives: top-dose activity change, negative = inhibition, most hits filed as inhibitors | P07378 | PGK/GAPDH coupled, Kinase-Glo luminescence, 60 min | hit rate 0.043% among 380,000; also: % is scaled to controls: 0 for no effect and ±100 for the full control effect; nearly all actives have a fitted effect of over 60% in size
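Luminescent ATP detection (Kinase-Glo Plus) follows a 60-minute room-temperature incubation, with wells lacking PGK as controls. Buffer: 100 mM TEA (pH 7.6), 5 mM MgCl2, 0.01% Tween-20. Coupling enzyme GAPDH (100 nM final) supplies unstable 1,3-BPG in-well.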
JMJD2A Tudor inh = inhibitors of human JMJD2A Tudor domain; O75164; AlphaScreen JMJD2A-Tudor / H3K4me3 peptide binding; Potency, µM (series often up to 114 µM), without a hit: at the highest dose activity change, negative = inhibition, actives largely listed as inhibitors; hit rate 4.4% among 390,000; also: % is scaled to controls: 0 for no effect and ±100 for the full control effect; nearly all actives have a fitted effect of over 50% in size
GLS inhibitor = blocks human kidney-isoform glutaminase activity. O94925. GLS enzymatic activity, qHTS titration. Potency, µM (titrated, usually from 45.5 µM), for inactives: at the highest dose activity change, negative = inhibition, actives largely listed as inhibitors. hit rate 0.21% among 410,000. AID 624170; also: % is scaled to controls: 0 for no effect and ±100 for the full control effect
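Enzyme dispensed in phosphate buffer (45 mM, pH 8.2, 0.02% Tween-20), compounds pinned in, then 1 mM L-glutamine solution and the glutamate oxidase–HRP–Amplex Red mix added; fluorescence read immediately and again after 30 min at room temperature.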
BAZ2B inh = BAZ2B (human) inhibition; Q9UIF8; AlphaScreen BAZ2B-H3K14Ac peptide displacement; Potency, µM (top dose mostly 114 µM), for the others: top-dose activity change, negative = inhibition, actives largely listed as inhibitors; hit rate 4.4% among 360,000; AID 504333; also: % is scaled to controls: 0 for no effect and ±100 for the full control effect; nearly all actives have a fitted effect of over 60% in size
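Multi-concentration screen (max 110 uM) measuring displacement of acetylated histone H3 peptide from BAZ2B by AlphaScreen, using 50 nM protein, 50 nM peptide and 10 ug/mL streptavidin donor plus Ni-chelate acceptor beads.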
POLI inh = blocks human DNA polymerase iota activity; AID 588590; Pol iota fluorescent replication assay, 10 min; Potency, µM (titrated, usually from 115 µM), for inactives: top-dose activity, negative = inhibition, hits mostly inhibitors; hit rate 1% among 390,000
Target sequence (Q9UNA4 whole entry, looked up): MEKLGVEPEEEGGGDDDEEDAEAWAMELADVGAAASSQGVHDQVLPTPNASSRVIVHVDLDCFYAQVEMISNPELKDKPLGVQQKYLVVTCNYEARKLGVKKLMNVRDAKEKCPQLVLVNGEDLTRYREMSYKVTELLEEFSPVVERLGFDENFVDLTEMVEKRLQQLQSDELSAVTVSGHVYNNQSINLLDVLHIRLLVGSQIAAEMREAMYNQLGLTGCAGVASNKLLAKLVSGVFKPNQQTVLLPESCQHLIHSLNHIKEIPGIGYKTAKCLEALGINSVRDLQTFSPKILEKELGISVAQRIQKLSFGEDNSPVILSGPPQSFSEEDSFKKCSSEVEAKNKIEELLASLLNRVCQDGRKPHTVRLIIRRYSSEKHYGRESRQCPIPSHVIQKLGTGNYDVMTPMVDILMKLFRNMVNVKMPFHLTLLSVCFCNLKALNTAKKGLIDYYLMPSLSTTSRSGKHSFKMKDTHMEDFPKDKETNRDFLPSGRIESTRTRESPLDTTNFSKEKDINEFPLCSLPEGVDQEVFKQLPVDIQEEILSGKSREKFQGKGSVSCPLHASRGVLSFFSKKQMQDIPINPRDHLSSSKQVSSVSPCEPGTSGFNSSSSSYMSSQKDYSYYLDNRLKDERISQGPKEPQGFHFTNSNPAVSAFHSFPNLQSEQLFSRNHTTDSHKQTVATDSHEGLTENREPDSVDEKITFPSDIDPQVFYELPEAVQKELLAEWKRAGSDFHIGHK
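Pol iota at 10 nM preincubated 15 min with compounds at room temperature; reaction started with fluorescent substrate, 50 nM final. Fluorescence read kinetically at 0 and 10 min; buffer-only wells as negative control.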
BLM inh = inhibitors of human Bloom syndrome helicase BLM; P54132; recombinant BLM DNA unwinding, fluorescence dequenching; Potency, µM (series often up to 56.1 µM), for inactives: at the top dose activity change, negative = inhibition, hits mostly inhibitors; hit rate 0.2% among 350,000; AID 2528;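 also: plate controls were vehicle for no effect and no enzyme for full effect; nearly all actives have a fitted effect of over 35% in size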
G9a inh = G9a (human) methyltransferase inhibition | G9a H3K9 monomethylation, AlphaScreen, 2 h | Q96KQ7 | hit rate 8.8% among 350,000 | Potency, µM (top dose mostly 102 µM), for the others: at the top dose activity, negative = inhibition, usual class: inhibitors; also: % is scaled to controls: 0 for no effect and ±100 for the full control effect; nearly all actives have a fitted effect of over 75% in size
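G9a (20 nM) preincubated 15 min RT with compounds, then 500 nM biotinylated H3K9 peptide and 20 uM SAM added; 2 h RT reaction. Monomethyl-H3K9 product detected by AlphaScreen with anti-H3K9me1 antibody, streptavidin donor and anti-rabbit IgG acceptor beads.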
An asterisk follows results filed as active; i = inactive; u = inconclusive; x = no result given; [ ] = another dose, or the depositor's remark. Unless noted, calls follow the shape of the dose curve; as a rule, active = well fitted curve in the direction sought with a large enough effect; inconclusive = small, poorly fitted or top-dose-only effect, or another doubt; inactive = no such curve, though single readings can be large; an effect the other way counts as inactive or inconclusive. Potency is read from the fitted curve at half-maximal effect. These rows are one share of the data (hit frequency here may not be typical).

Under each structure: HP1b binding inh, Pin1 inh, Tb PGK inh, JMJD2A Tudor inh, GLS inhibitor, BAZ2B inh, POLI inh, BLM inh, G9a inh
Cc1cccc(C(=O)Oc2cc(C)[nH]c(=O)c2[N+](=O)[O-])c1
→ 18%[57 µM], 2%, -8%, -7%, 9%, -22%, 14%, 3%, -5%
Cc1ccc(/C=N/Nc2cc(C)nc(NCc3ccccc3)n2)cc1
→ -13%, u, i, u, 8%, u, 6%, -14%, 32µM*
CCOC(=O)c1ccc(NC(=O)NC2CC3CCC(C2)N3)cc1 (configuration not stated)
→ 25%, 11%, 10%, -14%, -1%, -31%, -8%, -3%, -49%
CC(=O)Nc1ccc(S(=O)(=O)c2ccc(C)cc2)cc1
→ 34%, 0%, 4%, -10%, -9%, -12%, 50%[activator], 0%, x
CCCn1c(N2CCN(CC(=O)NCc3cccs3)CC2)nc2ccccc21
→ 27%, -2%, -4%, u, -6%, -26%, u, -2%, u
Cc1ccc(N(C(=O)c2csnn2)C(C(=O)NC2CCCCC2)c2ccccn2)cc1C (configuration not stated)
→ 21%, 5%, 3%, -13%, -4%, 4%, 143%[activator], -3%, -6%
CCCCn1c(SCc2nc3ccccc3s2)nc2cc(S(N)(=O)=O)ccc21
→ 14%, 27%, -5%, -29%, -5%, -35%, 14%, -8%, u
O=C(Oc1c(Br)cc(C(=S)N2CCOCC2)cc1Br)c1ccc(Cl)cc1
→ u, -1%, -1%, u, -16%, u, 7%, -5%, x
O=C(O)CC/C(=N\NC(=O)c1ccncc1)c1ccccc1
→ 12%, -3%, -9%, 25µM*, -11%, -7%, 7%, -2%, x
Cc1[nH]c2ccccc2c1C(=O)C(=O)NCCOc1ccccc1
→ 11%, -3%, i, -12%, 1%, -25%, 60%[activator], -3%, -32%
N/C(=N\OC(=O)c1ccccc1)c1ccncc1
→ 38%[activator], -2%, -3%, -1%, 0%, -1%, 21%, -3%, 21%
COc1ccc(CCN(C)C(=O)COc2cccc(-n3cnnn3)c2)cc1OC
→ -6%, -4%, -2%, -19%, 8%, x, 42%[activator], x, x
COc1ccc(NCc2cc3cc4c(cc3n(CC(=O)Nc3cc(C)cc(C)c3)c2=O)OCO4)cc1
→ -2%, -20%, -9%, -29%, 7%, -22%, 26%, -5%, u
Cc1ccc(S(=O)(=O)NCc2ccccc2)s1
→ 35%, -7%, -3%, -16%, -9%, 4%, 13%, -2%, 8%
CC1CC(C)CN(S(=O)(=O)CCNC(=O)c2ccc3c(c2)OCO3)C1 (configuration not stated)
→ 48%[activator], -5%, -5%, 12%, -4%, -3%, 44%[activator], x, 10%[0.501 µM]
CCC(=O)Nc1nc2ccc3sc(C)nc3c2s1
→ 23%, 5%, -1%, -7%, -9%, -5%, 34%[activator], -11%, 15%[59 µM]
CC1O[C@@H](OC2C(O)C(O)C(CO)O[C@H]2OC2C[C@]3(C)C(CC(O)C4[C@@H]([C@]5(C)CC[C@@H](C(C)(C)O)O5)CC[C@]43C)[C@@]3(C)CCC(O)C(C)(C)C23)C(O)C(O)C1O (some centres not stated)
→ 42%[activator], -6%, -2%, -4%, -15%, x, -6%, x, x
N#C/C(=C\c1cccc(OC(=O)c2cccs2)c1)C(N)=O
→ 30%, -1%, 2%, -3%, 6%, 0%, 8%, 0%, -11%[59 µM]
N#Cc1ccccc1NC(=O)CSc1nnc(-c2ccccc2O)n1-c1ccccc1
→ 29%, -1%, 7%, -22%, 14%, -29%, 14%, -6%, 10%[59 µM]
C=CCOC(=O)C1=C(C)NC(C)=C(C(=O)OCC=C)C1/C=C/c1ccccc1
→ 134%[activator], 0%, -3%, 47%[activator], 1%, 33%[activator], 1%, -14%, 53%[activator][59 µM]
COc1cccc(-c2cc(C(=O)N/N=C/c3ccco3)c3ccccc3n2)c1
→ 18%, 12%, -8%, -20%, -4%, -22%, 8%, -3%, 46%
Cn1nccc1C(=O)NC1CCCc2c1cnn2-c1ccc(C(C)(C)C)cc1 (configuration not stated)
→ 31%, 2%, -2%, -18%, -4%, u, 10%, -3%, 13%
CCCn1c2ccccc2c2cnn(CC(=O)OC)c(=O)c21
→ 3%, -2%, i, -9%, -9%, -2%, 114%[activator], -4%, -4%
CC(=O)c1ccc(NS(=O)(=O)c2ccc3[nH]c4c(c3c2)CCCCCC4)cc1
→ 19%[57 µM], 14%, 8%, -34%, 5%, u, 5%, -7%, -47%[59 µM]
CCN1CCN(CCCN(Cc2ccco2)C(=S)Nc2cc(Cl)ccc2C)CC1
→ 4%, -8%, 4%, -8%, -9%, -9%, 118%[activator], 2%, 28µM*
N#Cc1nccnc1S(=O)(=O)c1cccs1
→ 12%, -1%, 9%, -17%, 1%, -2%, 148%[activator], -8%, 4µM*
O=C(NC1CCS(=O)(=O)C1)c1c(NC(=O)C2COc3ccccc3O2)sc2c1CCCC2 (configuration not stated)
→ 24%, 23%, -5%, -3%, 0%, 5%, 19%, 0%, 10%[2.33 µM]
Cc1nc2ccn(Cc3cccnc3)c(=O)c2cc1C(=O)N1CCN(c2ccccc2)CC1
→ 33%, u, -10%, -8%, 8%, -16%, 8%, 0%, 3%[59 µM]
C[C@H](CO)N1C[C@H](C)[C@@H](CN(C)S(C)(=O)=O)Oc2ccc(NS(=O)(=O)c3ccccc3)cc2C1=O
→ 34%, -2%, -6%, -10%, -1%, x, 2%, x, x
S=C(NCc1ccncc1)Nc1ccccc1
→ 105%[activator], 3%, x, 2%, 2%, -28%, 0%, -2%, 2%
c1ccc2oc(CCc3nc4ccccc4o3)nc2c1
→ 14%, -10%, 5%, -34%, 9%, -4%, 7%, -3%, 0%
CC(=O)Oc1cccc2c1C(=O)C1CC=CC(OC(C)=O)C1C2=O (configuration not stated)
→ -38%, u, -7%, u, -2%, x, 43%[activator], x, x
COc1ccc(-c2cnnc(N/N=C/c3ccc(C)o3)n2)cc1
→ -21%, 1%, -4%, 14µM*, 24%, -3%, 92%[activator], -1%, 22%
Cc1cc(NC(=O)CSCC(=O)N2CCN(c3ccccc3)CC2)no1
→ 24%, -1%, -9%, -5%, -3%, x, 73%[activator], x, x
O=C1CC(c2ccccc2)CC2=C1C(c1ccccn1)Nc1ccccc1N2 (configuration not stated)
→ -2%, -2%, -5%, -10%, 0%, 1%, 6%, -3%, 3%[59 µM]
Cc1nnc(N)nc1C
→ 21%, -6%, 6%, 1%, 3%, 3%, 7%, 0%, 10%
O=C(Cn1c(=O)n(Cc2ccco2)c(=O)c2sc3ccccc3c21)Nc1ccc(F)cc1F
→ 35%, 2%, -2%, -16%, 2%, -11%, 28%, -5%, -4%[59 µM]
CN(CC(=O)Nc1ccccc1C(F)(F)F)C(=O)CSc1nnc(-c2ccncc2)n1C
→ 29%, -1%, 0%, 3%, -1%, x, 29%, x, x
Cc1cccnc1NC(=O)c1ccc(S(=O)(=O)N2CCCCCC2)cc1
→ 34%, -7%, -2%, -7%, 3%, 12%, 13%, x, 5%
Cc1ccccc1C(=O)NCCN1CCOCC1
→ 44%[activator], -2%, 8%, 2%, 0%, -3%, -1%, -4%, 15%[0.501 µM]
COc1cccc(C2=NN(C(=O)c3ccco3)C(c3ccco3)C2)c1 (configuration not stated)
→ 0%, 11%, -8%, -33%, 1%, u, 20%, -5%, 45µM*
COc1ccc(NC(=O)c2cc(C(C)C)on2)c(OC)c1
→ 66%[activator], -3%, -5%, 7%, -5%, 35%[activator], -3%, -7%, -4%[59 µM]
Cc1ccc(S(=O)(=O)NCC(=O)OCC(=O)NCc2ccc3c(c2)OCO3)cc1
→ -3%, -8%, 0%, -16%, -6%, 12%, -20%, x, 56µM*
Cn1c(SCc2ccc(F)cc2)nc2ccc(C(=O)NCc3ccccc3)cc21
→ -5%, 17%, -2%, -5%, 5%, -26%, -7%, -4%, -3%[59 µM]
CCOC(=O)C1CCCN(C(=O)c2ccc3oc(CCc4ccccc4)nc3c2)C1 (configuration not stated)
→ 18%[57 µM], -1%, -5%, -15%, -1%, -13%, 21%, -2%, 23%
CCOC(=O)[C@H]1[C@H]2COc3cc(OC)ccc3[C@@H]2N2C(=O)c3cc(OC)c(OC)cc3NC(=O)[C@@]12C
→ 21%, -2%, -2%, -22%, -3%, -5%, -8%, x, -11%[2.33 µM]
CC(=O)NCc1ccc(C(=O)CCl)s1
→ 38%, -1%, -2%, -17%, -12%, u, 35%[activator], -2%, u
O=C(CSc1nc2ncccc2[nH]1)Nc1ccc2c(c1)OCO2
→ 39%[activator], -7%, -1%, -1%, 1%, -6%, 59%[activator], -4%, 15%[59 µM]
S=c1[nH]c2ccccc2n1CCc1ccncc1
→ 45%[activator], -3%, -6%, u, 2%, x, -20%, x, x
Cc1c(NC(=O)CC(O)(C(F)(F)F)C(F)(F)F)c(=O)n(-c2ccccc2)n1C
→ 23%, -11%, x, -15%, 15%, 8%, 39%[activator], -2%, -8%[59 µM]
O=C(/C=C/c1ccc(Cl)c([N+](=O)[O-])c1)NCc1cccnc1
→ -9%, -4%, -6%, -7%[11.4 µM], -11%, x, 4%, x, x
O=C1CC2(CCN(C(=O)C3CC(=O)N(c4ccc(F)cc4)C3)CC2)Oc2ccccc21 (configuration not stated)
→ 10%, -3%, -3%, -9%, 2%, 6%, 23%, x, -34%
CCOC(=O)N1CCN(C(=O)CCc2cc(OC)c(OC)c(OC)c2)CC1
→ 8%, -2%, -5%, -7%, 3%, -16%, -7%, -8%, 71%[activator]
